Assay outcomes as filed in PubChem BioAssay.
aSyn UTR inh – 5' untranslated region of α-synuclein, MLPCN primary screen | inhibition, % (tested at 7.5 µM) | AID 1813 | actives 0.82% (n = 300,000) | alpha-synuclein 5'UTR reporter, inhibitor activity; in the data active = inhibition above about 60%;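 also: H4 neuroglioblastoma cells stably carrying SNCA 5'UTR luciferase fusion; 0% = DMSO wells and 100% = positive control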
KLF5 inh – suppresses KLF5 promoter-driven expression | DLD-1 KLF5 promoter-luciferase reporter, luminescence | inhibition, % at 5 µM | actives 0.23% (n = 290,000);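 active = inhibition above a per-plate limit of that plate's mean compound inhibition plus 3 SD, cut at about 60% in these data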;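 also: 0% = DMSO wells and 100% = LY294002 at 200 µM; higher means less KLF5 promoter-driven luciferase light; inactives centre near -14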
HSP90 refold inh – blocks HSP90-mediated luciferase refolding in reticulocyte lysate; Rabbit reticulocyte lysate, luciferase refolding luminescence, 3 h; inhibition, % at 5.6 µM; actives 0.91% (n = 290,000);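 active = inhibition above the screen-wide mean plus 3 SD, computed separately per campaign, cut at about 16% in these data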;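 also: 0% = DMSO wells and 100% = 60 µM geldanamycin wells; inhibitors lower the luminescence because luciferase stays unfolded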
IEC-6 tox – IEC-6 cytotoxicity, counter-screen for KLF5 inhibitors; luminescence viability; inhibition, % at 5 µM; actives 0.78% (n = 290,000); in the data active = inhibition above about 22%;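 also: 0% = plate median of test compound wells and 100% = cytotoxic reference compound wells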
GSK3A inh – inhibitors of human GSK-3 alpha kinase | inhibition, % at 10 µM | ADP-Glo luminescence, 60 min | actives 0.1% (n = 320,000) | P49840;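 in the data active = inhibition above about 50%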;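 also: GST-tagged GSK-3 alpha with peptide substrate and 25 µM ATP; 0% = DMSO neutral wells and 100% = GW8510 positive control wells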
Target sequence (P49840 whole entry, looked up): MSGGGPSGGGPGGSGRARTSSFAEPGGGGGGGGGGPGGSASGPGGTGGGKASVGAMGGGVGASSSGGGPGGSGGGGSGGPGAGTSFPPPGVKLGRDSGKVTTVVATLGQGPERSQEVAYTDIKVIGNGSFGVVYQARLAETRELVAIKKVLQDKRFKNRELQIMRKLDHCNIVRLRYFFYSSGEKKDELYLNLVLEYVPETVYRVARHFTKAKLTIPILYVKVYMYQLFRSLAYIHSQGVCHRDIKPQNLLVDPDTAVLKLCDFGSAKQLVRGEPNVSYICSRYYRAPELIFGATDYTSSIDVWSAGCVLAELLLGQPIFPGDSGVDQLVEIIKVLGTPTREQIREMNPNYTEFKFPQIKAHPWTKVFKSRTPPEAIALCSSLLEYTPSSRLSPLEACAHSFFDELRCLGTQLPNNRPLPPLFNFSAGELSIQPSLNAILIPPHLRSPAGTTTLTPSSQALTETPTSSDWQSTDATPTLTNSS
HIF activator – HIF pathway transcriptional activation | U2OS HRE-luciferase reporter, luminescence; normalized: DMSO 0%, desferrioxamine 100% | activation, % at 7.5 µM (by protocol) | actives 0.32% (n = 300,000);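 active = mean activation of at least 10% of the iron chelator positive control signal, with at least half of replicates also reaching 10%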
GSK3beta inhib – human GSK3beta kinase inhibition; P49841; GST-GSK3beta kinase, ADP-Glo luminescence, 60 min; stronger effect = lower value; activity score (negative = inhibition), % at 10 µM; actives 0.038% (n = 300,000);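 active = more than half of replicate wells score below -50%, meaning over 50% inhibition versus plate controls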;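 also: 0% = median DMSO wells and -100% = median GW8510 positive control wells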
Target sequence (P49841 whole entry, looked up): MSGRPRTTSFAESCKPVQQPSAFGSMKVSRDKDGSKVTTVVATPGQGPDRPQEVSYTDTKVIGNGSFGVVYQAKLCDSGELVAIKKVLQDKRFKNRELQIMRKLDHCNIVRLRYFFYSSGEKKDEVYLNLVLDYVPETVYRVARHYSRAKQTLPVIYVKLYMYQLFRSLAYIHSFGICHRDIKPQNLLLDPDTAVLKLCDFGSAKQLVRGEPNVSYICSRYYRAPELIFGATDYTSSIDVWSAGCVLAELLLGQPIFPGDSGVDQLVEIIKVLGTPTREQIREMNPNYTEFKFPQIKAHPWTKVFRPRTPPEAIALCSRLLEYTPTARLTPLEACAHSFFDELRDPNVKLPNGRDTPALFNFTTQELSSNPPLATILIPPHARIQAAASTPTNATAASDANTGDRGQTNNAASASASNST
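Test system – GST-tagged human GSK3beta kinase, cell-free · Incubation – 60 min enzyme reaction, room temperature · Signal – ADP-Glo luminescence · Also added – peptide substrate and ATP at 25 µM · Controls – DMSO neutral wells and GW8510 at 20 µM as positive · Buffer or medium – Tris/MgCl2 kinase buffer · Measure – Luminescence-derived activity versus plate DMSO and GW8510 wells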
HSF-1 act – increases HSF-1 driven luciferase reporter signal. activation, % at 9 µM. actives 1.7% (n = 300,000). NIH3T3-HGL HSF-1 luciferase reporter, MG132, 8 h; 100% = twice DMSO control signal. AID 504408;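 active = mean replicate activation of at least 50% with a set share of replicates each reaching 50%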;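 also: 0% = median of the neutral control wells and 100% = twice that signal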
HSF1 inh – HSF1 inhibition | actives 0.77% (n = 300,000) | NIH3T3-HGL HSE-luciferase, MG132-induced, luminescence 8 h; stronger effect = lower value | activity change, negative = inhibition, % at 7.5 µM (by protocol);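 active = more than half of replicate wells show activity change below -50%, luminescence cut by over half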;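 also: luciferase reports HSF-1 transcriptional activity via heat shock element; 0% = median of DMSO wells and -100% = zero luminescence signal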
AI-2 QS mod – Vibrio harveyi AI-2 quorum sensing modulation; actives 0.4% (n = 300,000); Vibrio harveyi JMH597 AI-2 luminescence/OD600 ratio, 9 h; stronger effect = lower value; strain lacks LuxN and CqsS sensors; 0 = neutral-control median; activity change, % at 7.5 µM; AID 2094; in the data active = activity change below about -75%, passing the limit was not always enough;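 also: luminescence divided by OD600 gain over 9 h not by final OD600 alone; inactives centre near 13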
* = called active by the depositor; . = not tested or not shown.

SMILES | aSyn UTR inh | KLF5 inh | HSP90 refold inh | IEC-6 tox | GSK3A inh | HIF activator | GSK3beta inhib | HSF-1 act | HSF1 inh | AI-2 QS mod
Cc1ccc(N(CC(=O)Nc2cc(C)ccc2C)S(C)(=O)=O)cc1 | 11 | -43 | -6 | 0 | -1 | -0.6 | 4 | 1 | -4 | 16
CCN(c1ccccc1)c1cc(C)nc2ncnn12 | 4 | -4 | 1 | -3 | 0 | -0.3 | 1 | -11 | -6 | 21
COc1ccc(C2CCN(CC(=O)N(C)C)CC2O)cc1 (stereo unspecified) | -17 | -11 | -2 | 0 | 3 | -0.2 | -3 | -7 | 0 | 11
CN(CC(=O)Nc1ccc(Cl)cc1)C(=O)CNC(=O)c1ccc(Br)o1 | 11 | . | . | . | -1 | 0.3 | -1 | 11 | 1 | 11
CCOc1c(Br)cc(C(=O)N2CCCN(C)CC2)cc1OC | 0 | 12 | 3 | 0 | 1 | -0.8 | -1 | 9 | -7 | -3
O=C(Nc1nc2ccc(Cl)cc2s1)C1CC1 | -150 | . | . | . | 10 | 3.2 | -26 | 40 | 28 | 37
Cc1ccnc(SCCn2c(N3CC(C)CC(C)C3)nc3c2c(=O)n(C)c(=O)n3C)n1 (stereo unspecified) | 48 | -21 | -1 | 4 | -2 | -0.8 | 2 | -13 | -1 | 16
OCC1(CCc2ccccc2)CCN(Cc2cc(Cl)ccc2O)CC1 | -2 | -4 | 5 | 5 | -3 | -0.7 | 4 | -8 | -8 | 17
CCC(C)(C)n1nnnc1C(c1cc2cc(C)ccc2[nH]c1=O)N1CCCc2ccccc21 (stereo unspecified) | -34 | -7 | 4 | 3 | 4 | -0.2 | -1 | 27 | 3 | 27
CCOc1ccc2oc(-c3ccccc3)c(C(N)=O)c2c1 | -38 | -42 | -3 | -4 | 1 | 1.9 | -4 | -3 | 3 | 0
CCCCOc1ccc(C(=O)NCC(=O)NCC2CCCO2)cc1 (stereo unspecified) | -9 | -29 | -3 | -1 | 1 | 0.1 | -1 | 5 | -1 | 20
O=C(CN(Cc1ccco1)C(=O)c1ccc(N2CCCC2=O)cc1)Nc1ccccc1C(F)(F)F | -3 | . | . | . | 1 | 0.1 | -5 | 7 | -1 | 11
CCOc1ccc(-n2cnc3c(=O)[nH]c(N)nc32)cc1 | -7 | -21 | 0 | -2 | -3 | -0.4 | 0 | 10 | -6 | 23
COc1ccnc(CSC(N)=Nc2ccccc2OC)c1 | -15 | -40 | 0 | -3 | 3 | -0.7 | 1 | 12 | 6 | 19
COc1ccc(NC(=S)N2CCN(C(=O)c3ccco3)CC2)cc1 | -18 | -24 | -3 | 5 | 1 | 0.4 | -3 | -31 | -33 | 22
COc1cc(C(=O)OCC(=O)NCc2ccccc2)cc(NC(=O)c2ccco2)c1OC | -17 | -22 | 2 | 1 | 3 | 0.2 | -2 | -9 | 1 | 5
COc1cc([N+](=O)[O-])ccc1NC(=O)CSc1nc2ccccc2n1-c1ccccc1 | 6 | -23 | 2 | -5 | 1 | 1.0 | 5 | 5 | 1 | -3
CC1=CC(C)(C)n2c(O)c(N=NC(N)=S)c3c(C)c(C)cc1c32 | 19 | 15 | 1 | -5 | . | 0.7 | 2 | 1 | 1 | 26
COc1ccc(C2=NN(C(=O)CSc3nnc(-c4ccccc4F)o3)C(c3ccco3)C2)cc1 (stereo unspecified) | -12 | 4 | 5 | -1 | -1 | 0.0 | 3 | -2 | 5 | 57
O=C(c1ccco1)N1CCN(c2nc(C3CC3)nc3c2nnn3Cc2ccccc2Cl)CC1 | -1 | -1 | 3 | -2 | -3 | -0.4 | 2 | 29 | 15 | 11
c1ccc(-c2c[nH]c3[n+]2CCCCC3)cc1 | 5 | -21 | 0 | 0 | 1 | 0.5 | 1 | 4 | -9 | 39
COc1ccccc1-n1nnnc1SCC(=O)Nc1ccc(C)c(N)c1 | 14 | -5 | -2 | 4 | 1 | -10.0 | -2 | 6 | 6 | 19
Cc1nn(C)cc1C(=O)c1ccccc1 | -13 | . | . | . | 5 | 0.3 | 4 | 5 | 7 | 21
Nc1nonc1-n1nnc(C(=O)N/N=C/c2cccc(F)c2)c1-c1ccc2c(c1)OCO2 | 1 | -21 | 0 | -1 | 10 | -0.6 | 0 | 9 | 3 | -1
COc1cc2cc(Oc3ccc4ccc(=O)oc4c3)c(=O)oc2cc1OC(=O)C=C(C)C | -38 | . | . | . | 1 | 0.1 | -2 | 1 | 7 | 45

Continuation.
SMILES | aSyn UTR inh | KLF5 inh | HSP90 refold inh | IEC-6 tox | GSK3A inh | HIF activator | GSK3beta inhib | HSF-1 act | HSF1 inh | AI-2 QS mod
CCCCC(=O)Nc1nnc(S(=O)(=O)N(C)Cc2ccco2)s1 | 8 | -4 | -6 | -11 | -1 | 0.2 | 1 | 6 | 1 | 22
O=C(CNC(=O)c1ccco1)NCC(=O)OCc1cccc(C(=O)Oc2ccccc2)c1 | -29 | -22 | -1 | 4 | -1 | 0.1 | 2 | 24 | 6 | 2
Fc1cccc(Cl)c1CNCCCSc1ncccn1 | -1 | -43 | -2 | 1 | 1 | -11 | -4 | 15 | 19 | -5
CC1(C)Cc2nc3sc4c(OCc5ccccc5)ncnc4c3cc2CO1 | 23 | 7 | -2 | -3 | -2 | 0.6 | -7 | -4 | 1 | 8
Cc1cc(=O)n2nc(N3CCCC(C(=O)N4CCOCC4)C3)sc2n1 (stereo unspecified) | . | -45 | 1 | 1 | -1 | . | . | . | . | .
COc1ccc(NC(=O)CNC(=O)c2nn(-c3ccc(OC)c(OC)c3)c(=O)c3ccccc23)c(OC)c1 | 31 | 14 | -2 | -2 | -2 | -0.4 | -1 | -10 | -15 | 3
O=C(O)C1CCc2sc3[nH]c(=S)n(-c4ccccc4)c(=O)c3c21 (stereo unspecified) | -17 | 3 | 2 | 9 | 0 | 0.3 | -3 | 1 | 0 | 27
O=C(Nc1nnc(SCC(=O)N2CCOCC2)s1)C1CC(=O)N(c2ccc(F)cc2)C1 (stereo unspecified) | 4 | -46 | 2 | -2 | -1 | 0.0 | 0 | 1 | -7 | 40
Cn1cnc(S(=O)(=O)NC2CCN(Cc3ccccc3)CC2)c1 | -4 | 1 | 0 | 5 | -3 | -0.3 | -3 | -9 | -2 | 4
O=C(COc1ccc(F)cc1)N(c1ccccn1)C1CCCCC1 | 18 | -23 | 0 | -4 | 0 | -0.1 | -1 | -15 | -2 | 28
O=C(CSc1nc(=O)n(CCCN2CCOCC2)c2c1CCCC2)Nc1cccc(F)c1 | -21 | . | . | . | -3 | -0.9 | -2 | 16 | 13 | 11
Cn1c(CCc2ccccc2)nnc1SCC(=O)N1CCCC1 | -4 | 0 | 2 | -2 | -1 | 0.0 | 1 | -3 | -9 | 26
CN(C(=O)COC(=O)C1CCN(S(=O)(=O)c2ccc3c(c2)OCCO3)CC1)c1ccccc1 | 3 | . | . | . | 1 | -0.3 | 0 | -6 | 1 | 22
S=C(NCc1ccc(Cl)cc1)Nc1ccccc1Cl | 14 | -20 | -3 | -6 | 0 | 0.5 | 0 | 0 | 1 | 12
COc1ccc(C(O)P(=O)(OCC(C)C)c2ccc(N(C)C)cc2)c(OC)c1 (stereo unspecified) | 5 | -36 | 0 | 6 | -3 | -0.7 | -2 | -16 | -5 | -5
COc1ccc(NC(=O)c2ccccc2Cl)c(NC(=O)c2ccco2)c1 | -5 | -8 | -4 | -3 | . | 1.4 | 3 | 10 | -1 | 13
COc1ccc(N(CC(=O)NC2CCCC2)C(=O)c2ccc(N3CCCCC3)nc2)cc1 | -4 | 6 | -2 | -4 | -26 | -0.6 | 3 | 6 | -2 | 10
Cc1occc1C(=O)O/N=C(\N)c1ccc(Cl)cc1 | -71 | -52 | -7 | 4 | 0 | 2.7 | -2 | 58* | 23 | -4
COc1ccc(-c2[nH]ncc2-c2csc(C)n2)c(O)c1 | 11 | 8 | 1 | 0 | -1 | -0.2 | 0 | -5 | 4 | 4
Cc1cc(Br)c(S(=O)(=O)NCc2cccnc2)cc1C | 5 | -5 | 4 | -2 | 2 | -0.3 | 0 | 29 | -2 | 8
COc1ccc(NC2=CC(=O)CC(c3ccccc3)C2)c(OC)c1 (stereo unspecified) | 12 | 38 | 1 | 17 | -4 | 0.2 | 2 | 17 | -2 | 20
CSc1ncccc1C(=O)OCC(=O)NCc1ccc2c(c1)OCO2 | 3 | -10 | 1 | -6 | -3 | 0.0 | 3 | -18 | -5 | 23
Cc1cc(C)n2nc(/C(C#N)=C/c3ccccn3)c(C#N)c2n1 | -37 | 20 | 0 | -4 | -2 | 0.0 | -1 | 99* | 71 | 11
CN(C)N1C(N)=C(C#N)C(c2ccccc2Cl)C2=C1CCCC2=O (stereo unspecified) | 13 | -9 | -4 | -5 | 5 | -3.0 | -3 | 2 | -3 | 1
O=C(CN(Cc1ccc(F)cc1)C(=O)Cn1nnc2ccccc21)NCC1CCCO1 (stereo unspecified) | 18 | -10 | -2 | -2 | -1 | -0.2 | 3 | -8 | -9 | 47

(more compounds)
SMILES | aSyn UTR inh | KLF5 inh | HSP90 refold inh | IEC-6 tox | GSK3A inh | HIF activator | GSK3beta inhib | HSF-1 act | HSF1 inh | AI-2 QS mod
CCOC(=O)c1oc2ccc(S(=O)(=O)n3nc(-c4ccccc4)cc3N)cc2c1C | -3 | -34 | 3 | -2 | -1 | -0.4 | -1 | 18 | 5 | 16
O=C(N/N=C/c1cn(-c2cccs2)nc1-c1ccccc1)c1ccccc1O | -33 | -48 | 6 | 0 | 0 | 0.8 | -1 | -42 | -42 | 9
CCc1ccc(CN(Cc2cccnc2)C(=O)/C=C/c2ccc(OC)cc2)cc1 | -61 | -15 | 7 | -2 | -2 | 0.5 | 1 | 5 | 13 | 3
NNC(=O)CN1C(c2ccccc2)=Nc2ccc(Br)cc2C1c1ccccc1 (stereo unspecified) | -24 | 3 | 0 | -2 | 1 | 0.4 | 2 | -13 | 1 | 27
O=c1c2ccccc2c(C=NCc2ccccn2)c(O)n1-c1ccccc1Cl | 21 | 16 | 0 | 5 | 0 | -0.8 | -23 | 29 | 19 | 3
COc1ccc(NC(=O)N2CCN(c3cccc(C(F)(F)F)c3)CC2)cc1OC | 20 | -15 | 5 | 14 | -4 | -0.1 | -5 | 10 | -2 | 7
Nc1nnc(-c2ccc(Cl)cc2)s1 | -48 | -60 | 4 | 2 | 3 | 1.1 | -5 | 16 | -5 | 48
CCOC(=O)c1c(N2C(=O)Nc3cc(Cl)c(Cl)cc3N2O)sc2c1CCCCC2 | . | -21 | -5 | -8 | -4 | . | . | . | . | .
COC(=O)[C@H](Cc1c[nH]c2ccccc12)NC(=O)Cc1c[nH]c2ccccc12 | 2 | -13 | 4 | 7 | -4 | -1.5 | 1 | 15 | -5 | -9
CCN(C(=O)CN1CCN(c2ccc(OC)cc2)CC1)c1c(N)n(Cc2ccccc2)c(=O)[nH]c1=O | -7 | -22 | 2 | -1 | 0 | 0.0 | 0 | -36 | -14 | 7
